Bioassay records from PubChem.
HADH2 inhib – qHTS Assay for Inhibitors of HADH2 (Hydroxyacyl-Coenzyme A Dehydrogenase, Type II) | recombinant HADH2, NADH fluorescence, beta-hydroxybutyryl-CoA | Potency, µM (highest dose often 57.1 µM), for inactives: top-dose activity change, negative = inhibition, hits mostly inhibitors | 3.4% of 73,000 active; also: potency is read from the fitted curve at half-maximal effect; % is scaled to controls: 0 for no effect and ±100 for the full control effect; nearly all actives have a fitted effect of over 60% in size; many of its hits are not listed in these tables
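Buffer 100 mM Tris-HCl pH 9.0/0.01% Tween-20; HADH2 20 nM; NAD+ 1 mM; beta-hydroxybutyryl-CoA 90 uM (all final). 15 min cpd preincubation, RT.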
USP2a inhib – qHTS Assay for Inhibitors of Ubiquitin-specific Protease USP2a | 0.1% of 60,000 active | AID 927, 2007 | USP2a enzymatic assay, qHTS inhibition | Potency, µM (highest dose often 38.3 µM), for the others: top-dose activity change, negative = inhibition, actives largely listed as inhibitors;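 also: potency is read from the fitted curve at half-maximal effect; nearly all actives have a fitted effect of over 60% in size; plate controls were DMSO for no effect and NEM full inhibition control for full effect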
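Coupled readout: USP2-cleaved Ub-PLA2 (20nM final) turns over NBD C6-HPC (20uM final), Ex 460nm/Em 535nm after 2.5 h, time-zero read flagging artifacts. Enzyme (20nM final, pH 8.0 Tris) given 30 min RT with compound first; NEM defines full inhibition.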
HBB splice mod – qHTS Assay for Modulators of Hemoglobin Beta Chain Splicing; HBB splicing reporter cell assay, activation; EGFP reporter with mutant IVS2-654 intron; response scale: normalised to 500 nM splice-correcting PNA; Potency, µM (titrated, usually from 46.1 µM), for the others: at the highest dose activation, usual class: activators; 0.06% of 65,000 active; also: potency is read from the fitted curve at half-maximal effect; 0% is about no effect
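HeLa cells stably expressing EGFP interrupted by mutant beta-globin intron 2 (IVS2-654), 500/well in 2% FCS. Treated with compound for 2 days at 37C. Splicing correction scored as total well GFP intensity (488 nm excitation, 500-520 nm emission); 500 nM antisense PNA served as control.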
BRCT PPI red – qHTS Assay for Inhibitors of BRCT-Phosphoprotein Interaction (Red Fluorophore); Breast cancer type 1 susceptibility protein (Homo sapiens), P38398; BRCT-phosphopeptide binding, red fluorescence polarization; Potency, µM (highest dose often 76.9 µM), for inactives: top-dose activity change, negative = inhibition, actives largely listed as inhibitors; 0.03% of 75,000 active; also: % is scaled to controls: 0 for no effect and ±100 for the full control effect
Target sequence (P38398 whole entry, looked up): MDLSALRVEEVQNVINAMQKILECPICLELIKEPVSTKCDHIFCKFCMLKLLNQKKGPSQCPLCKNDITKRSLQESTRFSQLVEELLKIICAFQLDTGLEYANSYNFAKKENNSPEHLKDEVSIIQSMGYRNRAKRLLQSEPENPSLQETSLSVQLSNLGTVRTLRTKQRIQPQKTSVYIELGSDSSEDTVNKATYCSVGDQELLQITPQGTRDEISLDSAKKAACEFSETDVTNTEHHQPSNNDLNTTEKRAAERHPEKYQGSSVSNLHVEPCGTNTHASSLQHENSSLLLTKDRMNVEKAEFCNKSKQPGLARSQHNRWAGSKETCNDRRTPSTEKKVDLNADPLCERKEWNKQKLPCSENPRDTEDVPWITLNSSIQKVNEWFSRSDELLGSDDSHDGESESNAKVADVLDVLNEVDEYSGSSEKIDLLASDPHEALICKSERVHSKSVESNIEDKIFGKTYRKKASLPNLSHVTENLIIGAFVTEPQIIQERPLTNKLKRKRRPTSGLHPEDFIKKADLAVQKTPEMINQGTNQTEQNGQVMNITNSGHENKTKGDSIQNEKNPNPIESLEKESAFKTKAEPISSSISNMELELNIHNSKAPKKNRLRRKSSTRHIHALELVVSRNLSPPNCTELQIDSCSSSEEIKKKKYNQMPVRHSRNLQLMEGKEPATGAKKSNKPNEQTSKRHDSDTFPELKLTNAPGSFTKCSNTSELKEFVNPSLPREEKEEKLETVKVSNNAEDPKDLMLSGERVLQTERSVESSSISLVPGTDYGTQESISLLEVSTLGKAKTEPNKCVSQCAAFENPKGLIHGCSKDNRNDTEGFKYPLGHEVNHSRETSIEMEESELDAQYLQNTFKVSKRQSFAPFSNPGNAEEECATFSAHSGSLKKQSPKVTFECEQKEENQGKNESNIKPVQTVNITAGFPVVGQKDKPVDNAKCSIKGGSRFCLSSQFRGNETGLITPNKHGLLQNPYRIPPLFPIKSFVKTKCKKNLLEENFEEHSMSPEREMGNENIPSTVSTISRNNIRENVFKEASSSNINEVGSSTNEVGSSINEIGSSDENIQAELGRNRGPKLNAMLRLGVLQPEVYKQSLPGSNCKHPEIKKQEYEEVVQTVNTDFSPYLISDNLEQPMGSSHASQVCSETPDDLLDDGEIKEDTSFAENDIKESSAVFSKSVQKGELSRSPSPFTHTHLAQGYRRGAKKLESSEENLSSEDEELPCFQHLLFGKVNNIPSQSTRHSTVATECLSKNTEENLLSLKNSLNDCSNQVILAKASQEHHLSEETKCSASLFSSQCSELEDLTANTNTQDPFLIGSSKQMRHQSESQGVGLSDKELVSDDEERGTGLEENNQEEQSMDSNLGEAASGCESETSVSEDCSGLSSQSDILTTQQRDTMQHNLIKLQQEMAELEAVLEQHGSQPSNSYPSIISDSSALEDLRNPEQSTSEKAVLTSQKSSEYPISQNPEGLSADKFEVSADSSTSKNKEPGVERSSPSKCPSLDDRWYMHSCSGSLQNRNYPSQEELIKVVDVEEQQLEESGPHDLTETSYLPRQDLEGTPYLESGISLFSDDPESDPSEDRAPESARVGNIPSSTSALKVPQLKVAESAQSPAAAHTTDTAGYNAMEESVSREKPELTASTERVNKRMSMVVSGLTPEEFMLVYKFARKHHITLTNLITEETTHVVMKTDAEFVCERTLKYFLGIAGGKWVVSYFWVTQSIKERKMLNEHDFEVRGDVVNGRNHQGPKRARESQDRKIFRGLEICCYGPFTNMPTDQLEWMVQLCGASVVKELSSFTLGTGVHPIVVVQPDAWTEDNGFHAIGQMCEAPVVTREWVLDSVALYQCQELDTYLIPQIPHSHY
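Fluorescence polarization: 100 nM His-tagged BRCA1 BRCT with 100 nM TAMRA-labelled phospho-BACH1 decapeptide, phosphate buffer pH 7.3 with 150 mM NaCl, DTT, 0.01% Tween 20; 12 min RT. Binding inhibition seen as FP decrease.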
UbGFP stabilizer – Ubiquitin-GFP Assay; Ubiquitin-GFP reporter cells, proteasome inhibition, GFP fluorescence; response scale: untreated = 0%, 10 µM MG-132 = 100%; Potency, µM (top dose mostly 45.9 µM), for inactives: top-dose activation (GFP accumulation), actives largely listed as activators; 67,000 tested, under 10 active; active = well fitted activation curve with a large enough effect, not every such curve was filed as active; inconclusive = small, poorly fitted or top-dose-only effect, or another doubt; inactive = no such curve, though single readings can be large or run the other way; also: potency is read from the fitted curve at half-maximal effect
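Proteasome block read as GFP accumulation: ubiquitin(G76V)-GFP U2OS cells exposed to compound (2.9 nM–46 uM) for 4 hr at 37 C. Normalization used untreated cells as 0% and 10 uM MG-132 as 100%; concentration-response curves fitted.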
BRCT inh green – qHTS Assay for Inhibitors of BRCT-Phosphoprotein Interaction (Green Fluorophore). BRCA1 BRCT-phosphopeptide binding, green fluorescence polarization. Potency, µM (series often up to 76.9 µM), for the others: top-dose activity change, negative = inhibition, hits mostly inhibitors. 0.05% of 75,000 active;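 also: potency is read from the fitted curve at half-maximal effect; plate controls were peptide without protein for full effect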
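Fluorescence polarization: His-tagged BRCT (~35 kDa BRCA1 C-terminus, 250 nM) bound to 100 nM fluorescein-labeled phosphorylated 10-aa BACH1 peptide, pH 7.3 phosphate buffer with DTT and Tween 20. Compounds incubated 12 min at room temperature; inhibition read as lowered polarization.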
Epigenetic mod – qHTS Assay for Epigenetic Modulators; mouse C127i GFP locus derepression, cytometry, 30 h; Potency, µM (doses to about 46.1 µM), inactives show at the top dose GFP derepression (activation); 0.09% of 68,000 active; also: % of control where 0% means no effect
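Murine C127i mammary cells carrying a silenced, stably integrated CMV-driven GFP reporter were treated with compound for 30 hours at 37 C. After PBS washes, GFP-positive cells were counted by laser-scanning microplate cytometry.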
DNA Pol III inh – qHTS Assay for Inhibitors of DNA Polymerase III Holoenzyme System. reconstituted DNA polymerase III holoenzyme replication, biochemical. Potency, µM (top dose mostly 57.1 µM), without a hit: at the highest dose activity change, negative = inhibition. 0.25% of 71,000 active. AID 603, 2007; also: potency is read from the fitted curve at half-maximal effect; % is scaled to controls: 0 for no effect and ±100 for the full control effect
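Reconstituted *E. coli* holoenzyme (0.35 nM Pol III, 1 nM beta, 154 nM SSB, 2 nM primase) was preincubated with compound for 15 min at RT. Synthesis on 1.4 nM ssM13Gori ran 35 min, then was stopped with PicoGreen/EDTA and read as dsDNA fluorescence.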
15-hLO inh – qHTS Assay for Inhibitors of 15-hLO (15-human lipoxygenase) | Polyunsaturated fatty acid lipoxygenase ALOX15 (Homo sapiens), P16050 | purified 15hLO-1, xylenol orange hydroperoxide absorbance | Potency, µM (top dose mostly 57.1 µM), for inactives: top-dose activity change, negative = inhibition, usual class: inhibitors | 1.4% of 74,000 active | AID 887, 2007; also: potency is read from the fitted curve at half-maximal effect; % is scaled to controls: 0 for no effect and ±100 for the full control effect; nearly all actives have a fitted effect of over 55% in size
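Quantitative HTS in 25 mM Hepes pH 7.5 containing 0.01% Triton X-100: human 15hLO-1 at 40 nM, arachidonic acid at 50 uM, 6 min turnover. Product quantified via ferrous oxidation/xylenol orange, 573:405 nm absorbance ratio.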
CRE-bla Fsk – Cell signaling CRE-BLA (Fsk stim) | CHO CRE-bla reporter (cAMP response element driving beta-lactamase), forskolin EC10, beta-lactamase ratio | Potency, µM (top dose mostly 38.2 µM), for the others: top-dose activity change, negative = inhibition, hits mostly activators | 2.5% of 71,000 active; active = well fitted activation curve with a large enough effect in the signal ratio, with a control signal flat, not every such curve was filed as active; inconclusive = small, poorly fitted or top-dose-only effect, or effect the other way, or a change in a side signal; the % refers to the signal ratio; also: potency is read from the fitted curve at half-maximal effect; % of control where 0% means no effect
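Modulation of forskolin signalling: compounds in titration series added with EC10 NKH 477 to CHO cells carrying a CRE-driven beta-lactamase reporter, 3 h, 37C. CCF4 FRET ratio (460/530 nm, ex 405 nm) gives %activity and AC50.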
Hsp90 Hop PPI – qHTS Assay for Disrupters of an Hsp90 Co-Chaperone Interaction. 0.44% of 71,000 active. Hsp90 C-terminal peptide / TPR2A (Hop) interaction, human. AID 595, 2007. AlphaScreen TPR2A-His6 binding biotin-Hsp90 C-terminal peptide. Potency, µM (titrated, usually from 57 µM), without a hit: at the top dose activity change, negative = inhibition; active = well fitted curve in either direction with a large enough effect; inconclusive = small, poorly fitted or top-dose-only effect, or another doubt; also: potency is read from the fitted curve at half-maximal effect; % is scaled to controls: 0 for no effect and ±100 for the full control effect; many of its hits are not listed in these tables
An asterisk follows results filed as active; u = inconclusive; x = not tested or not shown; [ ] = another dose, or the depositor's remark. Unless noted, calls follow the shape of the dose curve; as a rule, active = well fitted curve in the direction sought with a large enough effect; inconclusive = small, poorly fitted or top-dose-only effect, or another doubt; inactive = no such curve, though single readings can be large; an effect the other way counts as inactive or inconclusive. Only part of the results is shown; the hit share may differ from the screen's.

SMILES | HADH2 inhib | USP2a inhib | HBB splice mod | BRCT PPI red | UbGFP stabilizer | BRCT inh green | Epigenetic mod | DNA Pol III inh | 15-hLO inh | CRE-bla Fsk | Hsp90 Hop PPI
CCCCNc1nc(C)nc2c1nc(-c1ccccc1)n2CCCCN(CC)CC | u | x | -0.9% | -0.2% | 16.4% | -0.8% | x | 3.3% | 3.5% | 6.3% | -3.3%
CCOc1ccc(NC(C)c2cc(Cl)ccc2O)cc1 (configuration not stated) | -8.5% | -1.1% | -1.0% | -0.8% | -2.0% | -1.7% | 3.2% | -3.6% | -23.8% | -4.9% | -18.8%
COc1cc(C(=O)NCc2nnc(SCC(=O)NCc3ccccc3)o2)cc(OC)c1OC | -6.1% | 2.6% | 0.1% | 1.3% | -1.4% | 0.4% | -2.0% | -2.5% | -3.0% | 15.6% | u
Cc1c(NC(=O)C(C)OC(=O)c2cc3c4ccccc4n(C)c3s2)c(=O)n(-c2ccccc2)n1C (configuration not stated) | u | 33.1%[activator] | -3.3% | -0.9% | -4.0% | 0.1% | 3.9% | -9.0% | 31.6µM* | u | -13.7%
COc1cccc(NC(=O)Cn2nnc(-c3ccccc3N)n2)c1 | 11.1% | 4.3% | x | -1.5% | -0.6% | 0.8% | 3.4% | -3.9% | -2.1% | 3.6% | -1.6%
O=C(Nc1cccc(F)c1)N1CC[C@@]2(CCCN(C(=O)c3cccc(F)c3)C2)C1 | 3.6% | 30.4%[activator] | 0.1% | -3.0% | -6.5% | -6.0% | 2.3%[9.22 µM] | -2.1% | 1.3% | -3.2% | 1.0%
CCOC(=O)Cc1c[nH]c2ccccc12 | 0.9% | 3.5% | 4.4% | -0.8% | 3.3% | -2.6% | -2.6% | -1.6% | -17.0% | -17.1% | 2.4%
O=C(NCC1CCCCC1)C1CCN(C(=O)NC2CCCCC2)CC1 | 5.4% | 12.3% | 0.9%[57.5 µM] | -0.3% | 7.9% | -2.2% | 4.0% | -2.7% | 1.6% | -2.3% | -0.7%
CCc1cc2c(=O)c(-c3nc4ccccc4[nH]3)coc2c(CN2CCC(C)CC2)c1O | 9.6% | x | -0.1% | -0.1% | -3.1% | -2.5% | 2.3% | 3.7% | 16.4% | 5.5% | 0.0%
COC(=O)c1ccc(C(=O)OC)c(NC(=O)CSc2nnc(-c3ccccc3Cl)o2)c1 | u | 4.0% | 2.3% | 0.1% | -6.1% | -1.7% | 3.2% | -4.1% | -3.1% | -3.0% | -2.5%
CCOC(=O)C1CCCN(Cc2ccccc2C)C1 (configuration not stated) | -0.8% | 1.7% | 2.4% | 0.2% | 4.3% | 3.3% | 0.0% | -3.8% | 0.2% | 4.9% | -1.4%
COc1ccc(-c2nc(N)ncc2-c2csc(C)n2)c(O)c1 | 17.3% | -1.6% | 0.2%[57.5 µM] | -0.4% | 1.7% | 0.1% | -0.6% | -2.1% | 7.0% | 12.8% | -3.1%
C/C(=C(\C#N)C(=O)NCCN1CCOCC1)N(C)C | -4.6% | -0.3% | 4.4%[0.369 µM] | -0.4% | x | -4.1% | -2.1% | 0.6% | -6.1% | 9.4% | -4.1%
O=C(Oc1ccccc1)N1CCC2(CC1)CN(c1ncccn1)C2 | 9.6% | 1.1% | 3.1% | -0.1% | -4.4% | -0.9% | -5.6%[9.22 µM] | -6.2% | 12.8% | -6.8% | -8.8%
O=C(Nc1ccccc1)NC1(C(=O)N2CCN(c3ncccn3)CC2)CCCCC1 | -8.2% | -4.2% | 1.7% | 0.4% | -3.7% | -1.8% | 4.7% | -4.8% | 4.2% | -3.9% | -1.1%
CC(=O)N1C(C(=O)O)CSC1c1ccc(C)cc1 (configuration not stated) | -5.1% | x | 0.4% | -0.2% | -4.4% | -0.9% | x | -6.4% | -9.7% | 3.3% | -4.2%
CC1C=CCC2C(=O)N(c3cccc(C(=O)N4CCN(c5ccc(F)cc5)CC4)c3)C(=O)C12 (configuration not stated) | -16.5% | 34.7%[activator] | -1.0% | -2.8% | 4.0% | -0.1% | 0.0% | -0.9% | u | -3.8% | -8.6%
Oc1c(C(c2ccco2)N2CCC3(CC2)OCCO3)sc2ncnn12 (configuration not stated) | 10.9% | x | 1.8% | 1.0% | 5.5% | 1.2% | x | -9.7% | -4.4% | -2.5% | 1.2%
CN1CCN(C(=O)CCn2nc(-c3ccccc3)c3ccccc3c2=O)CC1 | 0.6% | 8.5% | -0.8% | 0.1% | 4.8% | -1.1% | -2.7% | -1.4% | 5.3% | -2.2% | -3.0%
Cc1nn(-c2ccc(F)cc2)c2c1cc(C#N)c1nc3ccccc3n12 | 5.2% | -5.6% | -6.8% | 1.6% | 4.2% | -3.6% | -1.2% | -1.2% | -1.9% | 2.9% | -1.8%
O=C1Nc2cc(Cl)ccc2C1(N1CCNCC1)C(F)(F)F (configuration not stated) | 7.7% | 26.3% | -0.7% | 0.9% | -3.7% | -2.2% | -2.2% | -2.7% | -10.7% | -1.0% | -8.9%
CCN1C(=O)c2ccc(C(=O)NCc3ccccc3)cc2C1=O | 14.3% | 2.3% | -0.4% | -0.5% | 0.0% | -2.9% | -1.1% | -2.9% | 0.6% | u | 4.9%
CCCCN(CCCC)S(=O)(=O)c1ccc2oc(C(=O)N3CCOCC3)c(C)c2c1 | 11.6% | 11.7% | -1.6%[57.5 µM] | 1.6% | 1.7% | 0.2% | 2.6% | -8.7% | -19.3% | u | 6.7%
O=C(CCCn1c(=O)c2sccc2n(CC(=O)OCc2ccccc2)c1=O)NCc1ccco1 | 0.6% | 8.3% | 1.1% | -0.5% | 2.7% | -2.6% | 0.0% | 3.7% | -3.2% | 2.2% | -1.4%
Cc1noc(C(=O)Nc2c(C)n(C)n(-c3ccccc3)c2=O)c1Cl | -7.7% | x | 1.1% | 0.0% | 16.1% | 0.9% | 0.0% | -0.5% | 4.5% | -5.5% | 0.7%
O=C(CCNS(=O)(=O)c1cccc2nsnc12)NC1CCN(Cc2ccccc2)CC1 | -4.8% | 1.6% | -0.2% | -0.5% | -0.9% | -2.6% | 7.6% | 6.4% | 0.9% | 0.4% | -2.3%
CCN(CCCNC(=O)CN(C)S(=O)(=O)c1ccc2c(c1)CCC(=O)N2)c1cccc(C)c1 | 8.3% | 11.5% | -1.4% | 0.3% | 5.6% | -2.2% | -1.2% | -5.0% | -18.2% | -7.9% | -6.0%
COc1ccc(-c2ccc(=O)n(CC(=O)N3CCN(c4ccccc4OC)CC3)n2)cc1 | 10.6% | x | -0.6% | 2.6% | -8.1% | 0.5% | -5.0% | -8.8% | 6.3% | 13.1% | -5.4%
Nc1ccccc1S(=O)(=O)c1ccccc1N | -3.0% | -2.3% | 1.5% | 0.4% | 10.8% | -4.0% | 1.0% | -0.6% | 3.6% | -5.9% | 0.5%
COc1ccc(NC(=O)CN2CCN(C3c4ccccc4-c4ccccc43)CC2)c(OC)c1 | -4.0% | 28.3% | -1.9% | 0.8% | -10.9% | -1.8% | -2.8% | 8.4% | -21.6% | 2.1% | -13.3%
COCCNC(=O)CN1CCN(Cc2cccc(Cl)c2)C1=O | 4.3% | x | 0.7% | -0.6% | 0.0% | -1.9% | 0.0% | -0.4% | 1.7% | -6.4% | -2.2%
NC(=O)CS(=O)C[C@H](N)C(=O)O (some centres not stated) | -6.8%[11.4 µM] | x | 4.1%[9.22 µM] | 0.0%[15.4 µM] | -1.1%[9.17 µM] | -2.5%[15.4 µM] | -2.2%[9.22 µM] | -1.8%[11.4 µM] | 25.6%[11.4 µM] | 11.9%[7.6 µM] | -1.1%[11 µM]
